Screening results from PubChem BioAssay.
KDM5B inhibitor – inhibitors of human KDM5B histone demethylase; Q9UGL1; 220,000 compounds, 2.6% hits; KDM5B demethylase, FDH-coupled NADH fluorescence (FDH is formaldehyde dehydrogenase); AID 1347165; Potency, µM (doses to about 57.7 µM), inactives show top-dose activity change, negative = inhibition, most hits filed as inhibitors; active = well fitted inhibition curve with a large enough effect; inconclusive = small, poorly fitted or top-dose-only effect; inactive = no such curve, though single readings can be large or run the other way; note: 0% is about no effect; nearly all actives have a fitted effect of over 70% in size
Target sequence (Q9UGL1 whole entry, looked up): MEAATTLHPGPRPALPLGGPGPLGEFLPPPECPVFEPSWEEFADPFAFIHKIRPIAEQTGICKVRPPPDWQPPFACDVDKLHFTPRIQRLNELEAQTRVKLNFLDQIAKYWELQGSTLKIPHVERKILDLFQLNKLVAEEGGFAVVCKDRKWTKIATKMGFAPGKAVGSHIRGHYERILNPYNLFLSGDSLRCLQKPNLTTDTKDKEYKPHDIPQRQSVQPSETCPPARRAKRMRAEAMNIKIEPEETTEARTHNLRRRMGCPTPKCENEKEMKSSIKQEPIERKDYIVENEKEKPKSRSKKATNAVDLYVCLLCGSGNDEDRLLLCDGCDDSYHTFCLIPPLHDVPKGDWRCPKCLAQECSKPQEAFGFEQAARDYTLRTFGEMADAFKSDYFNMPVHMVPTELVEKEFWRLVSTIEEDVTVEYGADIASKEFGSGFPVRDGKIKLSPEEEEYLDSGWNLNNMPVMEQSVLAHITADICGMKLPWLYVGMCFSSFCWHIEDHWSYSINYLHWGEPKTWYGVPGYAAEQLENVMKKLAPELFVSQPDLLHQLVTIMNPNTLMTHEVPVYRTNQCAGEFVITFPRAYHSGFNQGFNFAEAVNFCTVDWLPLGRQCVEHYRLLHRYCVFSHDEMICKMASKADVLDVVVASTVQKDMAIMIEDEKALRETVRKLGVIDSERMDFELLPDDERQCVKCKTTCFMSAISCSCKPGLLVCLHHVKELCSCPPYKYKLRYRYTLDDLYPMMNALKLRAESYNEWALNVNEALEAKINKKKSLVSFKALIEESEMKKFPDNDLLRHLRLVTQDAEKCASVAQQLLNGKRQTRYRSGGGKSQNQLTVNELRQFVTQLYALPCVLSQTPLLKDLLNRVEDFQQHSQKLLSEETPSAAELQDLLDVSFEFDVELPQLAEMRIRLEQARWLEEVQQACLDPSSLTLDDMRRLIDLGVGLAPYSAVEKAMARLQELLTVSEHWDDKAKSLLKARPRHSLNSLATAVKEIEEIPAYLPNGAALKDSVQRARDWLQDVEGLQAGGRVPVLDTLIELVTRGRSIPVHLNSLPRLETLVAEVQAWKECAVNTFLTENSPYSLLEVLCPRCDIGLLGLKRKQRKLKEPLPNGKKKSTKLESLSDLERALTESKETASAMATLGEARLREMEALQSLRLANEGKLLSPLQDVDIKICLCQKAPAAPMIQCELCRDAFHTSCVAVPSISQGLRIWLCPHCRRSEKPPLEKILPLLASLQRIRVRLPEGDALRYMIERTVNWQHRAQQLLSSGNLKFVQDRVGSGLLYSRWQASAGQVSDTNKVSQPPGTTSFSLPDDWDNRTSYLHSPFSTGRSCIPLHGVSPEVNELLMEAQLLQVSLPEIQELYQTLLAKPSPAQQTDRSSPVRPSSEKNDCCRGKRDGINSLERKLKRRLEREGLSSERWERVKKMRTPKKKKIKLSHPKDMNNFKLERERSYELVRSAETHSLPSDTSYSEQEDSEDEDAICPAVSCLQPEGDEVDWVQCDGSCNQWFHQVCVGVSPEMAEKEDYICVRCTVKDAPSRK
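Here, H3K4me3 peptide (12.5 µM in substrate mix) is demethylated by KDM5BΔAP, 200 nM final, after 10 min compound exposure. Formaldehyde product is coupled through FDH (0.25 U/mL in mix) to NADH fluorescence; 30-min ΔRFU feeds dose-response curves.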
* marks the source's active call; other numbers are inactive results; i = inactive; ? = inconclusive; & = joins results of further samples; [ ] = dose if it differs, or a comment. Potency is the fitted concentration of half-maximal effect. A portion of the library; rates above refer to the full screens.

| molecule | KDM5B inhibitor |
| --- | --- |
| Cc1cc(C)cc(NC(=O)Cn2nnc(C(=O)NCCc3ccccc3)c2N)c1 | -20.0% |
| CC1CCCCC1NC(=O)CSc1ccc([N+](=O)[O-])cc1 (stereo not given) | 0.1% |
| O=C(c1ccccc1)c1ccccc1N1C(=O)C=CC1=O | ? |
| COc1ccc2[nH]c3c(c2c1)CCN(C)C31CCN(C(=O)c2cccc(C)c2)CC1 | -14.4% |
| O=C(CCC1N=C2c3ccccc3N=C(SCC(=O)Nc3ccccc3F)N2C1=O)NCc1ccco1 (stereo not given) | 17.7% |
| O=C(O)CC1C(=O)NCCN1Cc1ccc(F)cc1 (stereo not given) | 4.0% |
| O=C1N/C(=N\c2ccccn2)SC1Cc1ccccc1Cl (stereo not given) | -1.8% |
| N#CC1(C#N)CC1(C#N)C(N)=O (stereo not given) | -2.9% |
| O=C1CCCN1CC1CCN(C(=O)c2ccc(N3CC[C@@H](O)C3)nc2)CC1 | ? |
| Cn1cccc1CN1CCC2(Cc3ccccc3NC2=O)C1 (stereo not given) | -18.9%[86.2 µM] |
| COc1ccc(N2C(=O)CS(=O)(=O)C23C(=O)N(Cc2cccc(F)c2)c2ccccc23)cc1OC (stereo not given) | 48.9%[activator] |
| Cc1cccc(NC(=O)C(C)n2cnc3c2c(=O)n(C)c(=O)n3C)c1 (stereo not given) | 2.1% |
| Cc1noc(-c2ccccc2Cl)c1C(=O)NCCOc1ccccc1 | 2.5% |
| O=C(CCS(=O)CCC(=O)NCCc1ccccc1)NCCc1ccccc1 | -4.0% |
| COCCc1noc([C@@H]2CN(Cc3cccc(F)c3)C[C@H]2CO)n1 | 25.4% |
| CC(C)C(=O)N1Cc2ccccc2CC2(CCCN(CC3CCOCC3)C2)C1 (stereo not given) | -0.2%[287 µM] |
| Cc1ccc([S+](=O)([O-])N2CCC3(CC2)Cc2ccccc2NC3=O)cc1 | 23.5% |
| CCN1CCCC(CN2CCC(Oc3ccccc3OC)(C(=O)O)CC2)C1 (stereo not given) | 30.8%[activator] |
| O=C(COc1ccc(Cl)cc1)Nc1ccc2oc(-c3ccc(F)cc3)nc2c1 | -13.3% |
| CC1=C(C(=O)NCCc2ccc(Cl)cc2)C2(CCCCC2)OC1=O | 6.0% |
| CCOc1ccc2c(=O)c(Oc3cccc(C)c3)coc2c1 | -7.4% |
| COc1ccc(NC(=O)c2nn(-c3ccccc3C)c(=O)cc2OC)cc1 | 2.7% |
| Cc1ccc2c(c1)C(=O)C(=O)N2Cc1ccc(OC(C)C)cc1 | -25.7% |
| CN1C(=O)C2(CCN(Cc3ccnn3C)C2)c2ccccc21 (stereo not given) | 13.1%[86.2 µM] |
| Nc1nccc(N2CCCC(Cc3ccccc3F)(C(=O)O)C2)n1 (stereo not given) | -18.5% |
| O=C(Nc1cccc(Cl)c1)c1cnc2c(c1)N([S+](=O)([O-])c1cccnc1)CCC2 | -22.6%[86.2 µM] |
| CS(=O)(=O)N1CCC2(CC1)C(=O)NCN2C(=O)Cc1cccc(Cl)c1 | 6.8%[115 µM] |
| CC(=O)Nc1cccc(NC(=O)c2ccc3[nH]c(C)c(C)c3c2)c1 | -8.6%&-9.6% |
| CCn1nc(C)c2c(-c3ccccc3)cc(OC(C)C(=O)Nc3cccc(F)c3)nc21 (stereo not given) | ? |
| Cc1cc(C(=O)N2CCC(F)(c3nc(-c4ccncc4)no3)CC2)n(C)n1 | 11.3% |
| Cn1c(=O)n(Cc2cccc(Cl)c2)c(=O)c2c1ncn2Cc1ccccc1 | -14.8% |
| CCOC(=O)c1c(C)[nH]c(C)c1S(=O)(=O)NCC(=O)Nc1cccc(SC)c1 | -28.3% |
| CN(C)CCNC(=O)c1cc(-c2ccccc2F)cc2c1OCCN2Cc1cccnc1 | 35.5µM* |
| Cc1cc(/C=C(/C#N)c2nc3ccccc3[nH]2)cc(C)c1O | -12.3% |
| CCNC(=O)CC1C(=O)N(c2ccc(F)cc2)C(=O)N1Cc1cccs1 (stereo not given) | 32.8% |
| O=C(NC[C@H]1OC[C@@H](NC2CCC2)[C@@H]1O)C1CC1 | -7.5%[115 µM] |
| Cc1ccc(CCNC(=O)c2ccc(CN3C(=O)CSc4ncccc43)cc2)cc1 | -5.9% |
| Cc1cc(Cl)ccc1N(CC(=O)NCCN1CCOCC1)S(=O)(=O)c1ccccc1 | 5.3% |
| CC1CCC2(CC1)NC(=O)N(CC(=O)Nc1ccccc1Cl)C2=O (stereo not given) | -9.5% |
| COc1ccc2cc(CNC(=O)CNC(=O)c3ccccc3)ccc2c1 | 1.6% |
| COc1ccc(CN2CCC3(C2)C(=NC2CCCCC2)NC(=O)N3c2cc(F)cc(F)c2)cc1 (stereo not given) | -12.2%[115 µM] |
| COC[C@@H]1CN(c2ncccn2)C[C@H]1C(=O)NCc1ccccn1 | 14.1µM* |
| CN(C)C(=O)N1CCN(c2cccc(C=O)c2)C(=O)C1 | 8.9%[149 µM] |
| CCOc1ccc(NC(=O)Cn2c(=O)n(CCCCC(=O)NCc3ccc4c(c3)OCO4)c(=O)c3ccccc32)cc1 | -26.6% |
| COc1cc(-c2nc3ccccc3s2)ccc1OC(C)C | ? |
| CN(C)c1ccc(-c2nnnn2[C@H]2CO[C@H]3[C@@H]2OC[C@H]3OC(=O)Nc2cccc(C#N)c2)cc1 | 35.5µM* |
| Cc1ccc(C(=O)NC[C@H]2O[C@@H](CC(=O)N3CCN(c4ccc(F)cc4)CC3)[C@H](O)[C@@H]2O)cc1 | -9.0% |
| CC(=O)C1=C(c2ccccc2)N(C(C)=O)n2c(nnc2C2CCCCC2)S1 | -1.6% |
| COc1ccc2c(c1)CCN=C2C[C@H]1CN(C(=O)NC2CCCCC2)CC[C@H]1CC(=O)O | ? |
| O=C(NCc1ccccc1)NCC1CCOCC1 | -9.8% |
| CS(=O)(=O)NCC1CCCN(c2nc3ccccc3o2)C1 (stereo not given) | -13.9% |
| CCOc1ccc2c(n1)CCN(C(=O)C(C)C)C2 | -10.5% |
| CC(C)c1nc(N(C)CCO)c(C#N)c2c1CCCC2 | ? |
| Cc1ccc(C(=O)N/N=C\c2ccc([N+](=O)[O-])o2)cn1 | -17.4% |
| CCN1c2cc(C(=O)Nc3ccccc3F)ccc2C(=O)N2CCCC21 (stereo not given) | ? |
| Cc1nc(-c2c3n(c(=O)n(Cc4cccc(C(F)(F)F)c4)c2=O)CCCCC3)no1 | 1.5% |
| C#CCNC(=O)c1nc(-c2ccc(F)cc2)c2ccccn12 | i |
| N#C/C(=N\Nc1cccc(C(F)(F)F)c1)C(=O)c1ccsc1 | -2.1% |
| CCC1CCCCN1CCCNC(=O)c1cc2c(=O)n(CC)c3ccccc3c2s1 (stereo not given) | ? |
| O=C(COC(=O)c1ccc(O)cc1)Nc1cc(S(=O)(=O)N2CCOCC2)ccc1N1CCOCC1 | -1.3% |

(further entries)
| molecule | KDM5B inhibitor |
| --- | --- |
| N#Cc1nc(COc2cccc(Cl)c2)oc1N1CCCCC1 | -23.3% |
| Cn1cccc1CN1C[C@@H](CO)[C@H](NC(=O)c2ccccc2)C1 | ? |
| CC(C)c1noc(-c2cccn3c(CNC(=O)C4CCCCC4)nnc23)n1 | ? |
| CCCCOc1ccc2c(=O)c(-c3ccc4c(c3)OCCCO4)c(C)oc2c1 | -1.5% |
| Cc1ccc2nc(C)c3c(c2c1)SCC3 | ? |
| Cc1cccc(N2CCN(C(=O)CN3C(=O)COc4ccc(S(=O)(=O)N5CCOCC5)cc43)CC2)c1C | 19.6% |
| O=C(O)CCCC(=O)N1Cc2ccccc2CC2(CCCN(Cc3ccccn3)C2)C1 (stereo not given) | ? |
| Cc1ccc(C2Cn3nnc(C(=O)N4CCC(C(=O)Nc5ccc(F)cc5)CC4)c3CO2)cc1 (stereo not given) | 7.6% |
| CCOC(=O)c1ccccc1NC(=O)Cn1nc2n(c1=O)CCCCC2 | -7.6% |
| Cc1cccc(N/N=C/c2ccc(C#N)cc2)c1 | -13.2% |
| O=C(Nc1ccccc1F)c1cc(-c2ccccn2)nc2ccccc12 | 15.7% |
| CC(C)CCN1NC2(CCC(C(C)(C)C)CC2)NC1=S (stereo not given) | 9.7% |
| Cc1ccc(NS(=O)(=O)C2CCS(=O)(=O)C2)cc1 (stereo not given) | 62.7%[activator] |
| CC(C)=CC(=O)Nc1cccc(OCc2ccc(F)cc2)c1 | 7.7% |
| O=C(NCC1CCCO1)N1CC(c2nc(CCOCC3CCCC3)no2)C1 (stereo not given) | 10.9% |
| COCCCNC(=O)CCCN1C(=O)CCn2nc(-c3cn(C)c4ccccc34)cc21 | -6.5% |
| Cn1cc(C(=O)N2CCN(S(=O)(=O)c3cccc(F)c3)CC2)c2ccccc21 | 10.7% |
| O=C(NC1CCN(c2cc(-c3ccc(Cl)cc3)[nH]n2)C1)c1ccccc1Br (stereo not given) | ? |
| COc1ccc(-c2nc3scc(CCNC(=O)c4cc(OC)cc(OC)c4)n3n2)cc1 | ? |
| CCC1CN(CC(=O)Nc2ccc(NC(C)=O)cc2)c2ccccc2S1 (stereo not given) | -3.1% |
| CC(=O)N1CCc2nn(CC(=O)Nc3cccc(Cl)c3C)c(=O)cc2C1 | 18.0% |
| COc1ccc(CN2CCN3C(=O)N(c4ccccc4)C[C@H]3C2)cn1 | 2.3%[86.2 µM] |
| Cc1cnc(CCNS(=O)(=O)Cc2ccccc2F)n1Cc1ccccc1 | -12.7% |
| O=C(COc1coc(CN2CCCCC2)cc1=O)NCc1ccccc1 | 1.7% |
| COc1ccc(OCC(O)CNC(=O)Nc2ccc(F)cc2)cc1 (stereo not given) | 13.1% |
| Cn1c(=O)c(=O)n(C)c2cc(NS(=O)(=O)c3ccc(Br)cc3)c(Cl)cc21 | 7.7% |
| O=S(=O)(NC(c1ccccc1)c1cccs1)c1ccccc1 (stereo not given) | ? |
| COCCN(C)C[C@@H]1CN(C(=O)c2cc(C(C)C)oc2C)C[C@@H]1CO | 12.3% |
| CCOc1ccc(N2CC(c3nc4ccccc4n3CC(C)C)CC2=O)cc1 (stereo not given) | 19.4% |
| CCc1cccc(NC(=O)C2CCc3ncc(-c4ccsc4)n3C2)c1 (stereo not given) | 2.5% |

An excerpt from further up, for reference:
| molecule | KDM5B inhibitor |
| --- | --- |
| COCCCNC(=O)CCCN1C(=O)CCn2nc(-c3cn(C)c4ccccc34)cc21 | -6.5% |
| Cn1cc(C(=O)N2CCN(S(=O)(=O)c3cccc(F)c3)CC2)c2ccccc21 | 10.7% |
| O=C(NC1CCN(c2cc(-c3ccc(Cl)cc3)[nH]n2)C1)c1ccccc1Br (stereo not given) | ? |
| COc1ccc(-c2nc3scc(CCNC(=O)c4cc(OC)cc(OC)c4)n3n2)cc1 | ? |
| CCC1CN(CC(=O)Nc2ccc(NC(C)=O)cc2)c2ccccc2S1 (stereo not given) | -3.1% |
| CC(=O)N1CCc2nn(CC(=O)Nc3cccc(Cl)c3C)c(=O)cc2C1 | 18.0% |
| COc1ccc(CN2CCN3C(=O)N(c4ccccc4)C[C@H]3C2)cn1 | 2.3%[86.2 µM] |

New compounds follow
| molecule | KDM5B inhibitor |
| --- | --- |
| CC(C)c1ccc(NC(=O)C2CCN(C(=O)c3ncn4c3COC(c3ccccc3)C4)CC2)cc1 (stereo not given) | -0.6% |
| O=C(CSCc1ccccn1)N(Cc1ccsc1)C1CC1 | -37.5% |
| Cc1ccc2nc(-c3ccsc3)c(Nc3ccccc3C)n2c1 | ? |
| COc1ccc(OC)c(NC(=O)COC(=O)c2sccc2C)c1 | 9.6% |
| COc1cccc2cc(C(=O)NCCc3c(C)[nH]c4ccccc34)c(=O)oc12 | 4.1% |
| CCCCNC(=O)CCn1c(=O)c2ccccc2n(Cc2cccc(Cl)c2)c1=O | 4.1% |
| CSc1cccc(NC(=O)/C=C/c2cccs2)c1 | -15.0% |
| Nc1nccnc1C(=O)Nc1cccc(/C=C/c2ccccn2)c1 | ? |
| Cc1cccc(CN2CCCC(CO)CCNC(=O)CC2)c1 (stereo not given) | -25.4% |
| O=C1CC(c2n[nH]c(C3CCOCC3)n2)CN1Cc1cccnc1 (stereo not given) | 341.3%[activator] |
| COc1cccc2c(C)cc3nnc(SCC(=O)Nc4ccc(C)cc4)n3c12 | -16.0% |
| COCCNC(=O)CSc1nc(-c2ccccc2)[nH]c1-c1ccc(C)cc1 | -3.2% |
| CCOC(=O)N1CCC(NC(=S)Nc2ccc3nc(N4CCN(CC)CC4)cc(C)c3c2)CC1 | -18.1% |
| CN(C)c1cccc(-c2cnc(Nc3cnccn3)c3c2CCO3)c1 | ? |
| CN(C(=O)Cn1ccn2nc(-c3ccc(F)cc3)c(CO)c2c1=O)c1ccccc1 | 2.0% |
| COc1ccc(-n2c(=O)c3ccccc3n(Cc3ccccc3Cl)c2=O)cc1 | -11.3% |
| CCCn1c(SCC(=O)NNC(=O)c2ccc(C)cc2)nnc1C(C)C | -5.3% |
| O=C(CSCC1CC1)N1CCCC(c2nccn2Cc2cccnc2)C1 (stereo not given) | -10.3% |
| NCCC(=O)N1CCCC2(Cc3ccccc3CN2C(=O)c2ccccc2)C1 (stereo not given) | -16.8%[115 µM] |
| CCOC(=O)C1=C(CN(CCOC)Cc2ccco2)NC(=O)NC1c1cccs1 (stereo not given) | -1.7% |
| CN(C)c1ccc(C(C(=O)NCC2CCCO2)N(C(=O)c2snc(C(N)=O)c2N)c2ccccc2)cc1 (stereo not given) | -1.1% |
| CC(=O)c1ccccc1NC(=O)CCNC(=O)c1ccco1 | -5.6% |
| Brc1ccccc1/C=N/N(c1ccccc1)c1ccccc1 | 25.1% |
| CNC(=O)N/C=C(/C#N)C(=O)OC | ? |
| CCOc1ccc2c(c1)cc(C(=O)NCCOc1ccc(Cl)cc1)n2C | ? |
| Cn1nc(C(=O)NC2CCS(=O)(=O)C2)c2ccccc2c1=O (stereo not given) | 9.6% |
| O=C(c1ncccc1F)N1CCCn2ccnc2C1c1ccccc1 (stereo not given) | -4.8% |
